Source: PubChem
PMI inhibitors – MPI enzyme activity inhibition – biochemical, fluorescence intensity, coupled assay, primary screen (AID 1209) | purified PMI enzyme, coupled fluorescence intensity; higher % means a stronger effect | inhibition, % at 20 µM, or IC50 in µM where a hit was titrated | 190,000 tested, 0.42% active;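 also: plate controls were DMSO vehicle for no effect and wells lacking substrate for full effect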
West Nile antiviral – West Nile virus antiviral activity, cell-based, CPE readout (AID 1621); West Nile virus-infected cells, CPE inhibition; higher % means a stronger effect; one-dose CPE inhibition, % at 10 µM; IC50 in µM for titrated hits; 290,000 tested, 0.02% active; in the data active = a potency from the dose series; inconclusive = CPE inhibition mostly from about 3.7% at the one dose, without a potency; inactive = the rest, 99 in 100 with CPE inhibition below about 2.2%; also: strong numbers were not always called active
PMI inhibition – MPI inhibition at elevated mannose 6-phosphate – biochemical, fluorescence intensity, high mannose 6-phosphate, primary screen (AID 1220); recombinant PMI enzyme, coupled fluorescence intensity; higher % means a stronger effect; 190,000 tested, 0.66% active; one-dose inhibition, % at 20 µM; IC50 in µM for titrated hits
TNAP activators – human TNAP enzyme activators, primary screen, biochemical, luminescent, no phosphate acceptor, uHTS (AID 1001); purified TNAP, luminescent activation assay, no phosphate acceptor; higher activation fold means a stronger effect; activation fold at 20 µM, or EC50 in µM where a hit was titrated; 200,000 tested, 0.03% active; in the data active = activation fold from about 3, or a potency from the dose series; inactive = the rest, 99 in 100 with activation fold below about 1.6; also: many of its hits are not listed in these tables
P. falciparum M1AAP – malaria alanyl aminopeptidase activity blockers – biochemical, fluorogenic H-Leu-NHMec substrate, 1536-well (AID 1445); recombinant M1AAP, H-Leu-NHMec fluorogenic kinetic assay; higher % means a stronger effect; 220,000 tested, 0.42% active; one-dose inhibition, % at 30 µM; IC50 in µM for titrated hits;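 active = primary inhibition above the hit cutoff, then over 50% inhibition at one or more dose response concentrations, cut at about 23% in these data, passing the limit was not always enough; inconclusive = conflicting primary data, or primary hits not chosen for dose response; inactive = low primary inhibition, or under 50% at every dose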;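 also: plate controls were DMSO full reaction for no effect and no enzyme background for full effect; strong numbers were not always called active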
T cell modulator – T cell immune modulation candidate; 330,000 tested, 0.068% active; AID 2052; calls only at 7 µM; 2C CD8+ T cell-vesicle binding, flow cytometry; hits give low values;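 active = response, share of CD8 T cells binding vesicles, and their 90th percentile fluorescence all below set limits, cut at about 80% in these data, passing the limit was not always enough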
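Test system: purified 2C TCR transgenic mouse naive CD8+ T cells. Probe or stimulus: QL9-peptide-loaded Drosophila micro-vesicles bearing Ld, ICAM-1 and B7-1. Incubation: binding step 1.5 h, 37 °C, antibody labelling 20 min, ice. Measured by: flow cytometry of vesicle-bound cells.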
M17LAP inhibition – P. falciparum M17LAP inhibitors, primary screen, biochemical, fluorogenic H-Leu-NHMec substrate, 1536-well (AID 1619); recombinant M17LAP, H-Leu-NHMec fluorogenic kinetic assay; higher % means a stronger effect; one-dose inhibition, % at 30 µM; IC50 in µM for titrated hits; 220,000 tested, 0.38% active;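 active = compound inhibiting the enzyme by more than half at any dose during confirmatory dose-response retesting; inconclusive = strong single-dose inhibitors picked by rank but not retested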;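 also: plate controls were full reaction with DMSO carrier for no effect and no enzyme background for full effect; strong numbers were not always called active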
K1F lysis inhibition – protection from phage-mediated lysis, alamar blue read-out – E. coli UTI89, K1F phage, bacterial capsule biogenesis inhibitors (AID 488966). 340,000 tested, 0.02% active. one-dose inhibition, % at 100 µM; IC50 in µM for titrated hits. E. coli UTI89 K1F phage lysis, alamar blue, 2 h; higher % means a stronger effect;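 active = phage lysis inhibition, versus mean bacterial control, above a set limit; inconclusive = no clear call, values can overlap the other calls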;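 also: capsule biogenesis inhibitors block K1F phage lysis so surviving cells raise fluorescence; higher fluorescence means more inhibition of phage lysis; actives were called in the ten point dose series up to 300 µM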
RSV antiviral HEp-2 – RSV antiviral activity via CPE protection, HEp-2 cells, primary 10 µM value included (AID 2391) | HEp-2 cells, RSV-induced CPE inhibition; higher % means a stronger effect | CPE inhibition, % at 10 µM, or IC50 in µM where a hit was titrated | 310,000 tested, 0.13% active; in the data active = a potency from the dose series; inconclusive = CPE inhibition mostly from about 23% at the one dose, without a potency; inactive = the rest, 99 in 100 with CPE inhibition below about 21%; also: strong numbers were not always called active
T cell modulator vesicle-bound % – second read-out of T cell modulator, no call of its own (marks repeat the call); double positive events, %; measured here: CD8+ vesicle-bound cell fraction;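 binding gate set so that unloaded-vesicle control wells show 10% double positive cells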
An asterisk follows results filed as active; [ ] = remark or other dose. Rule as the data show it, unless noted: active = inhibition above about 50%; inactive = the rest.

Screening O=C(Cc1ccccc1[N+](=O)[O-])NCCSCc1c(F)cccc1Cl returned PMI inhibitors 11.0%, West Nile antiviral -0.2%, PMI inhibition 12.6%, TNAP activators 1.2, P. falciparum M1AAP 0.9%, T cell modulator inactive, M17LAP inhibition 4.0%, K1F lysis inhibition 1.2%, RSV antiviral HEp-2 -0.2% and T cell modulator vesicle-bound % 34.6.
`NNC(=O)CCN1CCN(C(c2ccccc2)c2ccccc2)CC1` gave PMI inhibitors -1.6%, West Nile antiviral 0.8%, PMI inhibition 4.3%, TNAP activators 1.1, P. falciparum M1AAP 0.2%, T cell modulator inactive, M17LAP inhibition 1.8%, K1F lysis inhibition -0.3%, RSV antiviral HEp-2 -2.2% and T cell modulator vesicle-bound % 53.9.
Screening O=C(NC1CC1)C1CC(=O)N(c2cccc(Cl)c2)C1 (stereo not drawn) returned West Nile antiviral 0.1%, T cell modulator inactive, K1F lysis inhibition 0.1%, RSV antiviral HEp-2 0.3% and T cell modulator vesicle-bound % 8.0.
`CCc1ccc(C(=O)NC(CCSC)C(=O)OC)cc1` (stereo not drawn) gave PMI inhibitors -2.8%, West Nile antiviral 0.0%, PMI inhibition -4.0%, TNAP activators 1.1, P. falciparum M1AAP -0.3%, T cell modulator inactive, M17LAP inhibition -2.2%, K1F lysis inhibition 0.0%, RSV antiviral HEp-2 -1.6% and T cell modulator vesicle-bound % 46.8.
Screening CCCCn1c(=O)cc(N2CCOCC2)[nH]c1=O returned PMI inhibitors 14.4%, West Nile antiviral 0.2%, PMI inhibition 6.7%, TNAP activators 1.1, P. falciparum M1AAP 7.5%, T cell modulator inactive, M17LAP inhibition -3.5%, K1F lysis inhibition 7.7%, RSV antiviral HEp-2 1.8% and T cell modulator vesicle-bound % 8.5.
Screening CCOCCCNC(=O)C(NC(=O)CNC(=O)c1ccccc1)c1ccc(C)cc1 (stereo not drawn) returned PMI inhibitors -6.7%, West Nile antiviral -0.4%, PMI inhibition -11.2%, TNAP activators 1.1, P. falciparum M1AAP 12.3%, T cell modulator inactive, M17LAP inhibition -0.7%, K1F lysis inhibition 1.0%, RSV antiviral HEp-2 3.5% and T cell modulator vesicle-bound % 6.0.
Screening Cc1ccc(NC(=O)COC(=O)CNC(=O)C2CCCCC2)c(Br)c1 returned PMI inhibitors -11.0%, West Nile antiviral -0.8%, PMI inhibition -2.6%, TNAP activators 1.1, P. falciparum M1AAP 2.5%, T cell modulator inactive, M17LAP inhibition -2.8%, K1F lysis inhibition -1.6%, RSV antiviral HEp-2 -1.0% and T cell modulator vesicle-bound % 25.7.
`O=S(=O)(Cc1ncc(C(F)(F)F)cc1Cl)c1ccccc1` gave West Nile antiviral -0.2%, T cell modulator inactive, K1F lysis inhibition 0.1%, RSV antiviral HEp-2 2.5% and T cell modulator vesicle-bound % 36.7.
`CC(=O)c1cccc(NC(=O)COC(=O)c2n[nH]c3ccccc23)c1` gave PMI inhibitors -5.0%, West Nile antiviral 0.3%, PMI inhibition -4.3%, TNAP activators 0.9, P. falciparum M1AAP 4.6%, T cell modulator inactive, M17LAP inhibition 8.0%, K1F lysis inhibition 0.4%, RSV antiviral HEp-2 5.0% and T cell modulator vesicle-bound % 47.2.
`Cc1cccc(Nc2nnc(SCC(=O)Nc3cccnc3Cl)s2)c1` gave PMI inhibitors 4.6%, West Nile antiviral -0.7%, PMI inhibition 1.7%, TNAP activators 1.1, P. falciparum M1AAP 8.6%, T cell modulator inactive, M17LAP inhibition 9.5%, K1F lysis inhibition 0.6%[50 µM], RSV antiviral HEp-2 4.3% and T cell modulator vesicle-bound % 43.0.
Screening O=S(=O)(CCSc1nc2ccccc2o1)Cc1ccccc1 returned PMI inhibitors 4.3%, West Nile antiviral 0.9%, PMI inhibition -3.0%, TNAP activators 1.1, P. falciparum M1AAP 12.5%, T cell modulator inactive, M17LAP inhibition -0.4%, K1F lysis inhibition 2.3%[50 µM], RSV antiviral HEp-2 -0.7% and T cell modulator vesicle-bound % 41.6.
`CC(=O)Nc1ccc(SCC(=O)OCC(=O)NC(=O)NC2CCCC2)cc1` gave PMI inhibitors -14.7%, West Nile antiviral 0.3%, PMI inhibition -13.4%, TNAP activators 1.1, P. falciparum M1AAP -1.8%, T cell modulator inactive, M17LAP inhibition 2.2%, K1F lysis inhibition -0.2%, RSV antiviral HEp-2 -0.1% and T cell modulator vesicle-bound % 61.2.
`Cc1nc2c(-c3ccccc3)cnn2c(N)c1-c1ccccc1` gave West Nile antiviral 0.6%, T cell modulator inactive, K1F lysis inhibition 0.7%[50 µM], RSV antiviral HEp-2 41.5% and T cell modulator vesicle-bound % 29.9.
For Cc1cc(=O)oc2cc(OC(C)C(=O)NCC3CCC(C(=O)O)CC3)ccc12 (stereo not drawn) the results were West Nile antiviral -0.7%, T cell modulator inactive, K1F lysis inhibition 7.1%, RSV antiviral HEp-2 1.7% and T cell modulator vesicle-bound % 61.2.
`COc1cccc(/C=C2\SC(=S)N(NS(=O)(=O)c3ccccc3)C2=O)c1OC` gave West Nile antiviral 1.1%, T cell modulator inactive, K1F lysis inhibition 0.1%, RSV antiviral HEp-2 6.4% and T cell modulator vesicle-bound % 9.1.
Cc1ccccc1C(=O)N1CCC(C(=O)Nc2cccc(F)c2)CC1 was read as PMI inhibitors -3.5%, West Nile antiviral -0.2%, PMI inhibition -6.6%, TNAP activators 1.1, P. falciparum M1AAP 11.6%, T cell modulator inactive, M17LAP inhibition 5.5%, K1F lysis inhibition 0.7%, RSV antiviral HEp-2 4.6% and T cell modulator vesicle-bound % 22.1.
O=C1NC2(CCc3ccccc32)C(=O)N1CCOc1ccc(Cl)cc1 (stereo not drawn) was read as PMI inhibitors 6.4%, West Nile antiviral -1.1%, PMI inhibition 3.0%, TNAP activators 1.1, P. falciparum M1AAP 5.7%, T cell modulator inactive, M17LAP inhibition -3.7%, K1F lysis inhibition 3.0%, RSV antiviral HEp-2 inconclusive and T cell modulator vesicle-bound % 37.3.
CCOC(=O)c1cc2cc(F)ccc2nc1C was read as PMI inhibitors 9.6%, West Nile antiviral 0.5%, PMI inhibition 8.3%, TNAP activators 1.1, P. falciparum M1AAP -12.7%, T cell modulator inactive, M17LAP inhibition 2.4%, K1F lysis inhibition 1.1%, RSV antiviral HEp-2 1.7% and T cell modulator vesicle-bound % 10.3.
For COc1cc(C#N)ccc1OCC(=O)Nc1cccc(S(=O)(=O)N2CCCC2)c1 the results were PMI inhibitors 0.4%, West Nile antiviral -0.1%, PMI inhibition -2.5%, TNAP activators 1.1, P. falciparum M1AAP 9.4%, T cell modulator inactive, M17LAP inhibition 1.0%, K1F lysis inhibition 0.1%, RSV antiviral HEp-2 3.0% and T cell modulator vesicle-bound % 57.3.
For CCN(CC(=O)Nc1ccccc1C(=O)Nc1ccccc1)Cc1nc2ccccc2c(=O)[nH]1 the results were PMI inhibitors 9.3%, West Nile antiviral -0.5%, PMI inhibition 2.9%, TNAP activators 2.7, P. falciparum M1AAP -2.1%, T cell modulator inactive, M17LAP inhibition 3.1%, K1F lysis inhibition 0.1%, RSV antiviral HEp-2 4.0% and T cell modulator vesicle-bound % 26.9.
`COc1ccc(CN(C(=O)c2snc(C(N)=O)c2N)C(C(=O)NC2CCCC2)c2ccc(OC)cc2)cc1` (stereo not drawn) gave West Nile antiviral -1.0%, T cell modulator inactive, K1F lysis inhibition -0.1%, RSV antiviral HEp-2 1.5% and T cell modulator vesicle-bound % 36.0.
`O=C(N/N=C/c1ccc(OC(=O)c2ccccc2Cl)cc1)c1ccccn1` gave West Nile antiviral -0.7%, T cell modulator inactive, K1F lysis inhibition -0.9%[50 µM], RSV antiviral HEp-2 0.7% and T cell modulator vesicle-bound % 4.7.
COc1ccc(-c2c3c(=O)n(C)c(=O)n(C)c3cn2-c2ccccc2)cc1 was read as PMI inhibitors -22.7%, West Nile antiviral 0.0%, PMI inhibition -45.9%, TNAP activators 1.1, P. falciparum M1AAP 1.7%, T cell modulator inactive, M17LAP inhibition 7.5%, K1F lysis inhibition -0.2%, RSV antiviral HEp-2 1.9% and T cell modulator vesicle-bound % 58.3.
For C(#Cc1ccccc1)CN1CCOCC1 the results were PMI inhibitors -20.2%, West Nile antiviral 0.3%, PMI inhibition -13.1%, TNAP activators 1.1, P. falciparum M1AAP 0.8%, T cell modulator inactive, M17LAP inhibition -13.3%, K1F lysis inhibition 0.4%, RSV antiviral HEp-2 1.9% and T cell modulator vesicle-bound % 33.4.
For CCOC(=O)C1=C(CC)Nc2ccccc2N=C1NC(=O)c1oc2ccccc2c1C the results were PMI inhibitors 6.8%, West Nile antiviral 0.9%, PMI inhibition 5.1%, TNAP activators 1.1, P. falciparum M1AAP 12.3%, T cell modulator inactive, M17LAP inhibition -3.1%, K1F lysis inhibition 0.3%, RSV antiviral HEp-2 -1.6% and T cell modulator vesicle-bound % 33.7.
`N=c1n(CCN2CCCCC2)c2ccccc2n1CC(=O)c1cccc([N+](=O)[O-])c1` gave West Nile antiviral 0.7%, T cell modulator inactive, K1F lysis inhibition 1.6%, RSV antiviral HEp-2 15.0% and T cell modulator vesicle-bound % 60.8.
For COc1cc2[nH]c(C(=O)N3CCN(c4ccccc4F)CC3)cc2c(OC)c1OC the results were West Nile antiviral -0.1%, T cell modulator inactive, K1F lysis inhibition 0.2%, RSV antiviral HEp-2 1.0% and T cell modulator vesicle-bound % 50.5.
COc1ccccc1N(C)S(=O)(=O)c1ccc(C(=O)N2CCCc3ccccc32)cc1 was read as West Nile antiviral 1.5%, T cell modulator inactive, K1F lysis inhibition -0.3%, RSV antiviral HEp-2 4.7% and T cell modulator vesicle-bound % 25.1.
For CCCC(=O)n1nc(-c2ccccc2)nc1SC the results were PMI inhibitors -0.6%, PMI inhibition 7.2%, TNAP activators 0.5, P. falciparum M1AAP -2.0%, T cell modulator inactive, M17LAP inhibition 4.6%, K1F lysis inhibition 1.7%, RSV antiviral HEp-2 -0.3% and T cell modulator vesicle-bound % 20.7.
COCC(=O)N1CCCC(C(=O)c2ccc(Oc3ccccc3)cc2)C1 (stereo not drawn) was read as PMI inhibitors 8.1%, West Nile antiviral -1.2%, PMI inhibition 5.7%, TNAP activators 1, P. falciparum M1AAP 1.6%, T cell modulator inactive, M17LAP inhibition -5.0%, K1F lysis inhibition -0.7%, RSV antiviral HEp-2 16.9% and T cell modulator vesicle-bound % 21.3.
For CCn1c(SCC(=O)Nc2cc(C)on2)nnc1-c1ccccc1 the results were PMI inhibitors 9.3%, West Nile antiviral 0.3%, PMI inhibition 6.9%, TNAP activators 1.1, P. falciparum M1AAP -2.1%, T cell modulator inactive, M17LAP inhibition 6.6%, K1F lysis inhibition 1.0%, RSV antiviral HEp-2 0.8% and T cell modulator vesicle-bound % 31.0.
